Screens as filed in PubChem BioAssay.
CAL PDZ FP-1: CAL PDZ (human) peptide binding inhibition. 0.92% of 300,000 active. Q9HD26. inhibition, % at 24.9 µM. purified CAL PDZ, TMR-peptide fluorescence polarization, 1 h. AID 602252;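 active = mean inhibition of at least 30% with at least half of replicates also reaching 30%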;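 note: 0% = DMSO neutral control and 100% = excess unlabeled competitor peptide PRC23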
DSG3 Ab inh: inhibitors of pemphigus antibody binding to human desmoglein-3 | P32926 | DSG3-coupled beads, scFv-anti-DSG3-GFP binding, flow cytometry; stronger effect = lower value | binding (percent of control), % at 10 µM | 0.48% of 310,000 active;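 active = binding more than 3 SD below its plate's average and above zero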;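 note: hits lower antibody fragment binding to DSG3; some compounds called inactive have numbers as strong as hits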
Target sequence (P32926 whole entry, looked up, the tested form may be a part): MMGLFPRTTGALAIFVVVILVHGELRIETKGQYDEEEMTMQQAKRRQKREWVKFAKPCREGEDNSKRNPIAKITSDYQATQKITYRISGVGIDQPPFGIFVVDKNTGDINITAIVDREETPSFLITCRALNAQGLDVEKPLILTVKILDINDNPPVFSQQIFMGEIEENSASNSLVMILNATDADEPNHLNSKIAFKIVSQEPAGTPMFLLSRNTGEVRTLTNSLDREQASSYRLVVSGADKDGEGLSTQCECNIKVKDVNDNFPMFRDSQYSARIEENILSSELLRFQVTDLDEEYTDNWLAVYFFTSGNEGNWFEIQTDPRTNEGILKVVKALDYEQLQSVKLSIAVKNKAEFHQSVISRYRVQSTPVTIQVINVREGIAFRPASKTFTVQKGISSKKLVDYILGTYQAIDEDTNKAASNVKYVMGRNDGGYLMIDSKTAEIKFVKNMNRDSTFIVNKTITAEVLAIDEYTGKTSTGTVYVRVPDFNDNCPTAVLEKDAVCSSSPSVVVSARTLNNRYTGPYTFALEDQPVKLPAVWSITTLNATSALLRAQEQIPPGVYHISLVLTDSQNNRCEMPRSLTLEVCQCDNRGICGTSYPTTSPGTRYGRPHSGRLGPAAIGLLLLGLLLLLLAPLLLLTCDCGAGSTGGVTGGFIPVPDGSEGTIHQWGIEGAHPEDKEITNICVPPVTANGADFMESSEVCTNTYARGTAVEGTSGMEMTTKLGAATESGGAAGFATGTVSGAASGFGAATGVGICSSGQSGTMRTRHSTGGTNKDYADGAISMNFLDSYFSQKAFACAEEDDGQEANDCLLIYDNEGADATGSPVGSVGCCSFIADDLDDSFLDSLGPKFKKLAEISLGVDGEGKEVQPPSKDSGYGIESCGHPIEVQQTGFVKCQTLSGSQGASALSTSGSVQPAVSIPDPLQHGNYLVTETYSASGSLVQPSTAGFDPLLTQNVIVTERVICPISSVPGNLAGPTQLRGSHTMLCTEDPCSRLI
Arrestin-AP2 inh: human beta-arrestin and AP2 interaction inhibition; FITC-arrestin peptide / GST-AP2 beads, flow cytometry; AP2 beta2 appendage carries R879A mutation; inhibition, % at 10 µM; 0.31% of 340,000 active; AID 504490;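 active = inhibition above a set limit, near 3 SD of compounds lacking own fluorescence, cut at about 54% in these data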;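 note: plate controls were DMSO wells for no effect and 5 µM unlabelled arrestin peptide for full effect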
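System: GST-tagged AP2 beta2-adaptin appendage (R879A) on 4 µm glutathione beads / Reagent: FITC-arrestin peptide, 50 nM / Detection: HyperCyt-sampled flow cytometry, FL1 channel, ex 488/em 535 nm / Timing: 12 min plus 1 h, RT / Buffer or medium: PBS plus Tween 20 (0.05%) and BSA (0.1%)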
Keap1 Nrf2 FP: disrupts human Keap1 binding to Nrf2 peptide; Keap1 Kelch-Nrf2 peptide fluorescence polarization, 1536-well; inhibition, % at 9.4 µM; 0.15% of 340,000 active; in the data active = inhibition above about 12%;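 note: human Keap1 Kelch domain with fluorescein labeled Nrf2 9mer peptide probe; 0% = neutral control wells and 100% = peptide positive control; higher means more block of Keap1 binding to Nrf2 peptide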
V-ATPase pH: yeast V-ATPase proton transport regulation by pHLuorin; S. cerevisiae, pHLuorin cytosolic pH fluorescence; 0.37% of 350,000 active; response, % at 10 µM; in the data active = response mostly above about 7.3%, no sharp cut-off; inactive = mostly below about 5.4%; note: actives read high; inactives centre near 0; some compounds called inactive have numbers as strong as hits
C-LANA FP: inhibitors of KSHV LANA C-terminal domain DNA binding. MBP-C-LANA/FAM-LBS DNA binding, fluorescence polarization. inhibition, % at 9 µM. 0.078% of 340,000 active. AID 504423;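 active = highest replicate inhibition at or above 60% at 9 µM, even if other replicates fall short; inactive = all replicates below 60% inhibition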;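 note: 0% = neutral control wells and 100% = 4 µM acridine orange control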
CAL PDZ FP-2: inhibitors of human CAL PDZ peptide binding; inhibition, % at 20 µM; Q9HD26; purified CAL PDZ, TMR-peptide fluorescence polarization, 1 h; AID 504414; 0.02% of 330,000 active;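 active = highest replicate inhibition of at least 40%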;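 note: plate controls were DMSO neutral control wells for no effect and unlabeled competitor peptide control wells for full effect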
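Control set: unlabelled peptide and DMSO controls / Material: purified CerCALP PDZ construct / Timing: 1 h incubation at room temperature before polarization reading / Doses: 20 µM, one dose / Detection: fluorescence polarization (mP)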
DAGLB inh: diacylglycerol lipase beta (human) inhibition. AID 504411. inhibition, % at 5.17 µM. HEK293T DAGLB membrane lysate, EnzChek fluorogenic substrate. 0.059% of 340,000 active; in the data active = inhibition above about 34%;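 note: 0% = enzyme with vehicle and 100% = wells lacking enzyme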
RTF Ca sens inh: cardiac RTF calcium desensitization; IANBD-labeled cardiac RTF, Ca2+ fluorescence; inhibition, % at 7.15 µM; 0.12% of 340,000 active; AID 493244;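 active = inhibition above the mean inhibition of all tested compounds plus 3 SD, cut at about 17% in these data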;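 note: assay run at fixed EC70 calcium of 1.6 mM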
NSD2 HMT inh: blocks human histone methyltransferase NSD2; O96028; inhibition, % at 12.5 µM; AID 743445; NSD2 peptide methylation, AlphaScreen, 120 min; 0.54% of 310,000 active; in the data active = inhibition above about 50%
* = called active by the depositor; . = no result given.

SMILES | CAL PDZ FP-1 | DSG3 Ab inh | Arrestin-AP2 inh | Keap1 Nrf2 FP | V-ATPase pH | C-LANA FP | CAL PDZ FP-2 | DAGLB inh | RTF Ca sens inh | NSD2 HMT inh
O=C(Nc1ccc(F)cc1)C(NC1CCCCC1)c1ccccc1 (configuration not stated) | -13 | 117 | -1 | 5 | 1 | -0.9 | -1.2 | -4 | -55 | 17
Clc1ncnc2scc(-c3ccc(Br)cc3)c12 | 0 | 93 | 19 | -2 | 2 | -1.3 | 0.4 | -3 | -2 | -8
CC(C)Cc1c(O)nc(SCC(=O)N2CCCCCC2)[nH]c1=O | . | . | -25 | 1 | 4 | 0.1 | -0.9 | -1 | -2 | 1
CCOc1ccc(CCNC(=O)c2c(C)nn(-c3ccccc3)c2Cl)cc1OCC | -2 | 117 | -3 | -4 | 0 | 1.6 | -2.0 | -2 | -8 | -2
CCc1ccc(/C=N/NC(=O)c2cc(C)on2)s1 | -5 | 132 | 33 | -5 | -1 | -0.8 | -2.2 | 0 | 10 | -5
O=C(OCCN1CCN(c2ncc(C(F)(F)F)cc2Cl)CC1)c1ccc(F)cc1 | -1 | 108 | 4 | -3 | -1 | -0.6 | 0.5 | -10 | -2 | 1
Cc1ccc(C)c(-n2c(SCC(=O)N3CCC(C(=O)O)CC3)nnc2-c2cccc(Cl)c2)c1 | -4 | 99 | 4 | -1 | -1 | 0.1 | -2.9 | -2 | -5 | 2
Cc1ccc(N2CCN(c3ccc(C)cc3)C2c2ccncc2)cc1 | -3 | . | 3 | -3 | 1 | -1.7 | -1.0 | -2 | -4 | .
COc1cccc(C(=O)N/N=C/c2ccc(OC)c(COc3ccccc3C(N)=O)c2)c1 | -1 | 108 | 5 | -1 | -1 | -2.0 | -5.6 | -1 | 2 | -1
COc1ccc(-c2noc(CN(C(=O)c3ccc4c(c3)OCO4)C(C)C)n2)cc1OC | -5 | 100 | 60* | 5 | -1 | 0.1 | -1.6 | 0 | -3 | -6
COc1ccc(NC(=O)CCCCCn2nnc3ccccc3c2=O)cc1 | -3 | 91 | 44 | -5 | 0 | 0.4 | -2.9 | 3 | -9 | 1
CCOC(=O)CC(N)c1cccc([N+](=O)[O-])c1 (configuration not stated) | -5 | 97 | 14 | -4 | -3 | -0.2 | 0.1 | 0 | 2 | 12
O=C(Cc1ccc(Cl)cc1)Nc1ccc(N2CCN(C(=O)c3ccco3)CC2)cc1 | 0 | 103 | 2 | -9 | -2 | -0.2 | -0.6 | 1 | -4 | 1
CC(=O)Nc1cccc(NC(=O)CSc2nnnn2Cc2ccccc2)c1 | 2 | 101 | -9 | -3 | 1 | -0.6 | . | -2 | -1 | 3
O=C(Cn1cnc2ccccc2c1=O)NCC(=O)N1CCOCC1 | 2 | 105 | 3 | 2 | 4 | -0.8 | 0.0 | -1 | -4 | -4
COc1ccccc1N1CCN(C(=O)c2sc3nc4n(c(=O)c3c2C)CCC4)CC1 | -3 | 101 | 23 | 0 | -4 | -0.1 | -2.6 | -2 | 1 | 4
CC(C)(C)[C@H]1COC(=O)CCCC/C=C\C[C@H](CC(=O)NCCO)C(=O)N1 | -1 | 107 | 7 | -1 | -6 | 0.2 | 0.3 | -5 | -5 | .
O=C(NCc1ccc(F)cc1)c1nc(-c2cccs2)no1 | -3 | 93 | 0 | 0 | 1 | -1.5 | -3.0 | -2 | -14 | -3
Nc1cccc(C(=O)Nc2ccc(N)cc2Cl)c1 | 0 | 95 | -2 | -5 | 2 | -1.9 | 0.2 | 3 | -1 | -1
COc1ccc(OC)c(S(=O)(=O)NCCOC23CC4CC(CC(C4)C2)C3)c1 | -6 | 107 | 11 | 2 | 0 | -0.6 | -0.8 | -1 | 0 | -2
Cc1ccc(S(=O)(=O)NNC(=O)Nc2ccc(Cl)cc2)cc1 | -1 | 97 | 6 | -4 | 5 | 0.3 | -0.8 | -1 | 8 | -1
COc1ccccc1N1CCN(CC(=O)NC(=O)NCc2ccccc2)CC1 | . | 103 | . | . | -2 | . | . | -3 | . | -2
O=C(NCCC1=CCCCC1)C1CCN(S(=O)(=O)c2cccs2)CC1 | -3 | 106 | 1 | 4 | 1 | 0.3 | . | 1 | -5 | 1
CN(CC(=O)Nc1c(F)cccc1F)Cc1cccs1 | 3 | 108 | -8 | -6 | -5 | 0.1 | -0.3 | -4 | -21 | -2
COc1cc2c(cc1OC)CN(C(=O)CNS(=O)(=O)c1ccc(C)c(C)c1)CC2 | . | . | 5 | -4 | 2 | -1.5 | -0.3 | 2 | -21 | 44
O=C(Cc1ccc(NC(=O)C2CCCN(C(=O)CCc3ccccc3)C2)cc1)Nc1cccc(C(=O)N2CCCC2)c1 (configuration not stated) | -1 | 105 | 6 | -11 | -1 | 5.5 | -0.1 | -5 | -1 | .
O=C(O)c1ccc(S(=O)(=O)N2CCCC2)cc1 | 6 | 100 | -2 | -2 | 2 | 0.8 | -0.8 | -1 | 1 | -1
O=C(N/N=C/c1cc([N+](=O)[O-])cc(Br)c1O)C12CC3CCC(CC(C3)C1)C2 | -2 | 101 | 6 | -6 | -2 | 0.4 | 0.7 | -1 | 2 | 2
Brc1ccc(CNc2cc3c(cc2Br)OCCO3)cc1 | -1 | 100 | 7 | -4 | -1 | -0.4 | 0.5 | -7 | -4 | -2
COc1ccc(CCNC(=O)CN2CCN(c3cccc(Cl)c3)CC2)cc1OC | -5 | 107 | -8 | 1 | -4 | 0.8 | -0.4 | -1 | 4 | 1
O=C(NCc1ccccc1)C(c1ccc(O)cc1)N(C(=O)c1cnccn1)c1ccccc1 (configuration not stated) | -2 | 94 | 1 | 1 | -1 | 0.6 | -1.6 | -2 | 8 | 3
CCOc1ccc(C(C)=O)cc1CSc1nnc(N)s1 | -3 | 79 | -29 | 0 | -2 | 2.3 | 0.3 | 0 | -3 | 2
CCC(C)[C@H](NS(=O)(=O)c1ccc(C)cc1)C(=O)N1CCC(C(=O)N[C@@H](Cc2ccccc2)C(=O)O)CC1 (some centres not stated) | 0 | 92 | 16 | 3 | -1 | 0.0 | -2.5 | -2 | 7 | 16
CC1CCCN(C(=O)COc2ccc(-c3ccccc3)cc2)C1 (configuration not stated) | 0 | 91 | 1 | -3 | 7 | -0.1 | -3.8 | -8 | -1 | -2
O=C(Nc1ccc2c(c1)OCCO2)C1CCN(c2cnccn2)CC1 | 6 | 96 | -1 | 0 | 0 | -0.7 | 2.0 | -1 | 0 | -3
COc1ccc(C(=O)Nc2ccc(S(=O)(=O)N3CCOCC3)cc2)cc1[N+](=O)[O-] | -5 | 126 | 6 | 3 | -2 | -2.4 | -1.9 | 1 | 4 | 2
CCN1CCN(c2ccc(NC(=O)c3ccc4c(c3)[nH]c(=O)n4Cc3ccc(OC)cc3)cc2)CC1 | -2 | 132 | 3 | -2 | 0 | -0.3 | -1.4 | 0 | 0 | 4
CCSc1nnc([C@H](Cc2c[nH]c3ccccc23)NC(=O)OC(C)(C)C)o1 | 1 | 99 | 4 | 0 | 3 | 0.3 | 0.6 | -1 | 1 | 3
Cc1cc(NC2C3CC4CC(C3)CC2C4)n2ncnc2n1 (configuration not stated) | 0 | 107 | 17 | 0 | 1 | -0.7 | -1.8 | 2 | -10 | -2
COc1ccc(-c2c(C#N)c(SCC(N)=O)nc3c2CCCC3)cc1 | -3 | 99 | 22 | -3 | 0 | 0.0 | . | -2 | 3 | -2
N#CCN1C(=O)C2CCCN2c2ccc(S(=O)(=O)N3CCOCC3)cc21 (configuration not stated) | -1 | 99 | 13 | 1 | -1 | -2.1 | -0.4 | 3 | -9 | -2
CC(C)Oc1ccc(C(CC(=O)O)NC(=O)C(Sc2ccccc2)c2ccccc2)cc1 (configuration not stated) | 1 | 98 | 27 | -3 | -1 | 1.3 | 0.1 | . | . | -2
C/C(=N\NC(=O)CSc1nc2ccccc2s1)c1cccnc1 | -4 | 104 | -12 | 0 | 0 | -0.5 | -1.5 | 0 | -1 | -1
CC1Cn2c(nnc2-c2cccc(N)c2)S1 (configuration not stated) | -1 | 111 | 5 | -4 | -1 | 2.3 | 0.2 | -4 | -2 | .
O=C1CCC(=O)N1CNc1cccnc1 | 1 | 82 | 2 | -6 | 5 | 0.3 | -0.6 | -1 | 3 | 4
O=C(OCc1csc(-c2ccccc2)n1)c1ccc(O)cc1 | -3 | 102 | 4 | 7 | -1 | -0.6 | -2.0 | -3 | 12 | -2
Cc1c(C=O)n(C)n(-c2ccccc2)c1=O | -1 | 84 | 0 | -2 | -5 | 0.3 | -2.6 | 3 | -6 | 18
CCC(C(=O)OCC(=O)Nc1c(Cl)cccc1Cl)c1ccccc1 (configuration not stated) | -6 | . | 2 | -3 | -1 | 1.1 | -0.5 | -5 | -17 | -3
O=C(NCc1ccncc1)C(=O)C1C(=O)Nc2ccccc21 (configuration not stated) | . | 101 | 16 | -5 | 3 | -0.2 | 0.5 | 0 | -11 | -3
Clc1ccc(SCc2cn3ccsc3n2)cc1 | -1 | . | 8 | -2 | 1 | 0.0 | -1.8 | 0 | 3 | 1
CCOC(=O)NC(=O)COC(=O)CNC(=O)c1cccc(OC)c1 | -5 | 96 | 5 | -1 | 0 | -0.7 | -1.0 | -1 | -3 | -3
CN1CCC(NC(=O)c2cccs2)CC1 | . | 97 | -2 | 3 | 2 | 1.1 | 0.1 | 2 | -4 | .
CC[C@@]12C(=O)N(c3cccc(Br)c3)C(=O)N1[C@H](c1cccc(C)c1)[C@@H]1C(=O)N(Cc3ccccc3)C(=O)[C@@H]12 | -4 | 98 | -12 | 3 | 0 | 2.5 | -0.5 | 0 | -3 | .
COc1ccc(-n2ccnc2CN2CCN(C3CCCC3)C(CCO)C2)cc1 (configuration not stated) | . | 105 | -18 | -2 | 1 | 2.6 | -0.1 | 0 | -18 | 1
O=C(O)c1ccccc1NS(=O)(=O)c1ccc(NNC(=S)Nc2ccc(OC(F)F)cc2)c([N+](=O)[O-])c1 | -3 | 98 | 62* | 2 | 3 | -2.3 | -1.2 | 52* | 9 | 110*
CN(Cc1ccc(OC(F)F)cc1)C(=O)c1cccc(S(=O)(=O)N2CCN(Cc3ccccc3)CC2)c1 | . | 107 | 0 | -2 | -2 | -0.4 | -0.4 | 0 | -2 | 0

These rows are one share of the data; the hit share may differ from the screen's.
